Akt phos inh – inhibitors of Akt phosphorylation. activity change, % for hits at 50 µM. 360,000 compounds, 0.32% hits. Neuro2A IGF-stimulated pAkt S473 HTRF, 20 min; active compounds read low; in the data active = activity change below about -80%; inconclusive = mostly about -51% to -80%; also: % is scaled to controls: 0 for no effect and ±100 for the full control effect
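Neuro2A cells (4,500/well, DMEM with 0.5% FBS) were treated with compound at a single 50 µM final concentration, stimulated with 6 nM IGF for 20 min at 37 °C, and lysed. Phospho-Akt Ser473 was read by HTRF as 665/615 ratio ×10^4.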
Mm-Cpn inhibitor – M. maripaludis TRiC chaperonin inhibition. Potency, µM (series often up to 76.9 µM), for inactives: top-dose activity, negative = inhibition, usual class: inhibitors. AID 504842. 330,000 compounds, 0.031% hits. purified Mm-Cpn ATPase, ADP Transcreener TR-FRET; also: potency is read from the fitted curve at half-maximal effect; % is scaled to controls: 0 for no effect and ±100 for the full control effect; nearly all actives have a fitted effect of over 80% in size
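Quantitative HTS used 25 nM Mm-CPN and 10 uM ATP in magnesium/KCl Tris buffer, pH 7.4, with 1 mM DTT. Hydrolysis ran 30 min at 37°C; ADP was read by HTRF.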
PTHR1 ag – agonists of human PTHR1 parathyroid hormone receptor. 410,000 compounds, 0.075% hits. Potency, µM (titrated, usually from 115 µM), without a hit: at the top dose activation, actives largely listed as activators. Q03431. AID 743266. HEK293 GP2 PTHR1 cells, GloSensor cAMP luminescence, 1 h; also: potency is read from the fitted curve at half-maximal effect; nearly all actives have a fitted effect of over 55% in size; some results filed as inactive show a strong effect at the top dose; inactives centre near -15; many of its hits are not listed in these tables
Target sequence (Q03431 whole entry, looked up): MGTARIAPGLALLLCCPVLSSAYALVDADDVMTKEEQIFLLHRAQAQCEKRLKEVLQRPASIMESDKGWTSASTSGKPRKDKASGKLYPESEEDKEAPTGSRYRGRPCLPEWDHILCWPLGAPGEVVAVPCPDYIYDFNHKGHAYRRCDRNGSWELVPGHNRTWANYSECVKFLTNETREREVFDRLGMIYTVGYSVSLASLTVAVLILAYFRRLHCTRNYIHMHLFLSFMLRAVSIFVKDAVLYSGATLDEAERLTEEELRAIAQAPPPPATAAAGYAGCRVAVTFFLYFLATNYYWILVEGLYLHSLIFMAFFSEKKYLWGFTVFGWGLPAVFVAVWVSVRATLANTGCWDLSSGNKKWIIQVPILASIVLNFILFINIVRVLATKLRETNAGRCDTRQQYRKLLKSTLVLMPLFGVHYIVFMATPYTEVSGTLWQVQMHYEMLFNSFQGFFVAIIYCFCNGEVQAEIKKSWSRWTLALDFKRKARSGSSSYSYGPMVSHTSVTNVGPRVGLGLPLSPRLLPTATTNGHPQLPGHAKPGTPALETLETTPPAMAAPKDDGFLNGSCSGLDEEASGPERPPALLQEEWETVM
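HEK-293-derived GP2 cells expressing PTHR1 and a GloSensor cAMP reporter, 3,000/well, plated overnight, given luciferin plus IBMX (each 0.5 mM as added) for 1 h at 37 °C, then compound for 1 h at 37 °C. Luminescence was read after 15 min at room temperature.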
aSyn rescue – alpha-synuclein toxicity inhibition in yeast. Potency, µM (highest dose often 46.1 µM), without a hit: at the top dose growth rescue (activation), hits mostly activators. Yeast expressing alpha-synuclein, growth rescue, BacTiter-Glo, 24 h. 370,000 compounds, 0.14% hits; also: potency is read from the fitted curve at half-maximal effect; % of control where 0% means no effect; nearly all actives have a fitted effect of over 65% in size
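Rescue of yeast growth: cells expressing toxic alpha-synuclein, induced in galactose at OD600 0.02, incubated with compound 24 h at 30 C. ATP luminescence quantified growth; inhibitors of toxicity appear as activators.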
FUS yeast rescue – suppressors of FUS proteinopathy in yeast | Potency, µM (titrated, usually from 76.6 µM), without a hit: top-dose growth rescue (activation), usual class: activators | 390,000 compounds, 0.24% hits | AID 1347120 | S. cerevisiae FUS-expressing, growth rescue, OD600, 24 h;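 also: potency is read from the fitted curve at half-maximal effect; plate controls were DMSO vehicle for no effect and reference control for full effect; nearly all actives have a fitted effect of over 55% in size; some results filed as inactive show a strong effect at the top dose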
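Quantitative HTS measuring growth restoration of FUS-toxic yeast. Galactose-induced cells (OD 0.005) were exposed 24hr at 30C to compounds at several concentrations, then absorbance at 600 nm was recorded.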
TDP43 rescue – rescues yeast growth from TDP-43 toxicity. Potency, µM (series often up to 46.1 µM), for inactives: top-dose growth rescue (activation), hits mostly activators. TDP-43 expressing yeast growth rescue, BacTiter-Glo, 24 h. 410,000 compounds, 1.8% hits. AID 652104; also: potency is read from the fitted curve at half-maximal effect; % of control where 0% means no effect; nearly all actives have a fitted effect of over 50% in size
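Readout is BacTiter-Glo luminescence of cell growth, so inhibitors register as activators. TDP-43-expressing yeast at OD600=0.02 in galactose medium, after raffinose pregrowth to mid-log, were incubated with compound for 24 hr at 30 deg C.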
GLP1R inv ag – GLP-1 receptor (human) inverse agonism. P43220. HEK293 GLP-1R CRE-luciferase, luminescence, 24 h; GLP-1R form is constitutively active. Potency, µM (doses to about 38.3 µM), without a hit: top-dose activity change, negative = inhibition, usual class: inhibitors. 410,000 compounds, 1.6% hits; also: potency is read from the fitted curve at half-maximal effect; % is scaled to controls: 0 for no effect and ±100 for the full control effect; nearly all actives have a fitted effect of over 55% in size
Target sequence (P43220 whole entry, looked up): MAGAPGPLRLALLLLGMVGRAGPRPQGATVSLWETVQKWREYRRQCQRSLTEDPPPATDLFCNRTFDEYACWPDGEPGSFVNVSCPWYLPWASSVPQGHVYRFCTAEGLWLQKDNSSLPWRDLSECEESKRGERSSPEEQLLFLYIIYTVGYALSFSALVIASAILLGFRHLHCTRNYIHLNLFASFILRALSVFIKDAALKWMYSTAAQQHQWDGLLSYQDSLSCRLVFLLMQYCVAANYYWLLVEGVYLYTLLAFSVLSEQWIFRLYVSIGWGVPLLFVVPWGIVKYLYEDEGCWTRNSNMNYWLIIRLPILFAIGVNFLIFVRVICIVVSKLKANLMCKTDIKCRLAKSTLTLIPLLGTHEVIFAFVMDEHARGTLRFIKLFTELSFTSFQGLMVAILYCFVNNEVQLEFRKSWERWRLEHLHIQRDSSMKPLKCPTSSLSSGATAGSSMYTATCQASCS
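Stable HEK293 clone (constitutively active GLP-1R + cAMP-response luciferase); 200 cells/uL plated, 12 h pre-culture, compound 24 hr, 37 deg C/5% CO2; detection reagent 12 min RT; luminescence.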
Abeta rescue – A-beta toxicity reversal in yeast; AID 1347071; Potency, µM (series often up to 46.1 µM), inactives show at the top dose growth rescue, most hits filed as activators; yeast expressing A-beta42, growth rescue, OD600, 48 h; response scale: 0% DMSO, 100% iron-clioquinol control; 410,000 compounds, 0.063% hits; also: potency is read from the fitted curve at half-maximal effect; nearly all actives have a fitted effect of over 55% in size
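Yeast growth medium received pinned compounds, then yeast cells expressing toxic A-beta were added; plates incubated at 30 C for 48 hr. Growth read as absorbance at 600 nm, normalized to DMSO and equimolar FeCl3 plus clioquinol controls.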
HEK293 tox – cytotoxicity in counter-screen for GLP-1R inverse agonists. HEK293 cAMP-luciferase reporter cells, luminescence, 24 h. Potency, µM (series often up to 38.3 µM), for the others: top-dose activity change, negative = inhibition, hits mostly inhibitors. 410,000 compounds, 0.13% hits. AID 624418;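 also: loss of luciferase light is scored as toxicity; potency is read from the fitted curve at half-maximal effect; % is scaled to controls: 0 for no effect and ±100 for the full control effect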
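Luminescence readout: signal drop marks cytotoxicity. Plated cells grew 12 h at 37 °C, 5% CO2, received 23 nL compound for 24 h, then got luciferase reagent, read after 12 min at RT.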
* marks the source's active call; other numbers are inactive results; i = inactive; u = inconclusive; x = no result given; [ ] = remark or other dose. Unless noted, calls follow the shape of the dose curve; as a rule, active = well fitted curve in the direction sought with a large enough effect; inconclusive = small, poorly fitted or top-dose-only effect, or another doubt; inactive = no such curve, though single readings can be large; an effect the other way counts as inactive or inconclusive.

entry | Structure | HEK293 tox | FUS yeast rescue | Mm-Cpn inhibitor | PTHR1 ag | Abeta rescue | aSyn rescue | Akt phos inh | TDP43 rescue | GLP1R inv ag
1 | CC(=O)N1CCC(O)(c2cccc(C(F)(F)F)c2)CC1 | -6% | 1% | 0% | -9%[57.5 µM] | 14% | 5% | i | 0% | -1%
2 | NNC(=O)C1c2ccccc2Oc2ccccc21 | 0% | -17% | 1% | -24% | -9% | 10% | i | 14% | 1%
3 | CC12CCC3C(C1)C(C(=O)O2)C(=O)OC3(C)C (configuration not stated) | 1% | -11% | x | i | -11% | -10% | i | 15% | 14%
4 | COC(=O)[C@@H](NC(=O)Nc1cccc(Br)c1)C(C)C | 1% | -11% | 2% | i | -16% | 2% | i | -2% | 6%
5 | CS(=O)(=O)Nc1cccc(S(=O)(=O)N2CCN(C(=O)c3ccccc3)CC2)c1 | -4% | 13% | 0% | -21% | -16% | -5% | i | -10% | 7%
6 | O=C(C[C@H]1C/C=C\C[C@@H](Cc2ccc(F)cc2)C(=O)O[C@H](c2ccccc2)CNC1=O)N[C@@H](CO)Cc1ccccc1 | 17% | -4% | -1% | -36%[inhibitor] | 7% | -6% | i | 5% | 2%
7 | COc1ccc2cc(C3c4cc(OC)c(OC)cc4CCN3C(=O)c3ccco3)c(=O)[nH]c2c1 (configuration not stated) | -5% | 2% | 1% | u | -13% | 7% | i | -13% | 211%[activator]
8 | CC12CN3CC(C)(CN(C1)C3c1ccc(Br)cc1)C2 (configuration not stated) | 5% | 11% | 2% | 29%[57.5 µM] | 4% | -2% | i | 0% | 0%
9 | CSc1nc2c(c(=O)n1C)SC(C)C2 (configuration not stated) | -8% | -3% | -8% | -20% | -3% | -1% | i | 3% | 19%
10 | C=C1CC[C@@]23CC[C@]4(C)[C@@](OC2=O)([C@@H]3C1)[C@H]1O[C@H]1C1[C@@]2(C)CC[C@H](O)C(C)(C)C2CC[C@]14C (some centres not stated) | -8% | 41% | -2% | -12% | 21% | 2% | i | -2% | 109%[activator]
11 | Cc1ccc(C(=O)NNC(=O)c2cccc(S(=O)(=O)N3CCN(c4ccccc4)CC3)c2)cc1 | 12% | u | -1% | -17% | 3% | 11% | i | 18% | 10%
12 | CCN(CC)C(=O)CSc1nnc(NC(=O)CCc2ccccc2)s1 | -6% | 15% | -3% | -23% | 12% | 4% | i | -14% | -11%
13 | COc1ccc(NC(=O)COC(=O)c2ccc(S(=O)(=O)N3CCCCC3)cc2)c(OC)c1 | 0% | 2% | x | -16% | -7% | -3% | i | 4% | 16%
14 | CC(C)C[C@@H](CN1CCC[C@@H]1CN1C(=O)C(=O)NC[C@@H]1Cc1ccccc1)N1C[C@H](Cc2ccccc2)N(CC2CCCCCC2)C(=O)C1=O | -4% | 19% | x | i | -6% | -5% | i | 10% | 5%
15 | N#CCSc1nc2[nH]ncc2c(=O)n1-c1ccccc1Br | 4% | 42% | -5% | -21%[57.5 µM] | 8% | -2% | i | -32%[inhibitor] | 85%[activator]
16 | COc1ccc(S(=O)(=O)N2CCN(C(=O)c3cc(C4CC4)nn3-c3ccccc3)CC2)cc1OC | 9% | x | -1% | i | -3% | 4% | i | -7% | 11%
17 | CCN(CC)C(=O)c1sc(NC(=O)c2nc3ncccn3n2)c(C(=O)OC)c1C | 0% | 12% | x | -7% | -23% | x | x | 3% | -12%
18 | Nc1ccc(Cl)c(-c2nc3ncccc3o2)c1 | 8% | u | -5% | i | -5% | 1% | i | -6% | 53%[activator]
19 | COc1ccc(C(C(=O)NCC2CCCO2)N(C(=O)CNC(=O)c2ccco2)c2ccc(C)c(C)c2)cc1OC (configuration not stated) | 1% | 11% | -1% | 1% | -4% | 0% | i | -4% | 7%
20 | CN(c1ccc(Cl)cc1)c1cc(=O)n(C)c2ccccc12 | -17% | 34% | -10% | -25% | 3% | 4% | i | 16µM* | u
21 | O=C(Cn1cnc2sc(-c3ccccc3)cc2c1=O)NCCc1ccccc1 | 9% | 11% | -3% | -2% | 21% | 1% | i | 11% | 10%
22 | Cc1cccc(NS(=O)(=O)c2ccc(C3CCCCC3)cc2)n1 | 4% | 32% | 0% | i | -33%[inhibitor] | -1% | i | -14% | 91%[activator]
23 | O=C(NCc1ccccc1)C1CCCN1S(=O)(=O)c1ccc(Cl)cc1 (configuration not stated) | -5% | -11% | -2% | -36%[inhibitor] | 6% | 5% | i | 22% | -6%
24 | COc1ccccc1NC(=O)CSc1nc2ccccc2c(=O)n1CCNC(C)=O | -17% | u | -1% | -3%[57.5 µM] | 23% | -7% | i | u | -6%
25 | Cc1ccc(C(=O)CN2C(=O)C(=O)N(Cc3ccccc3)C2=O)cc1 | 5% | 0% | 0% | i | 11% | -3% | i | 0% | 5%
26 | O=C(NCc1nnc(SCC(=O)N2CCCCC2)o1)c1c(F)cccc1Cl | -18% | 3% | 1% | -13% | 14% | -1% | i | 2% | 8%
27 | O=S(=O)(NC1CCCCC1Nc1ccc(Cl)cc1)c1ccccc1 (configuration not stated) | -6% | x | 1% | -19% | -44%[inhibitor] | 30% | i | u | u
28 | CCC(=O)N1c2ccccc2CC1C(=O)NCCc1ccc(OC)c(OC)c1 (configuration not stated) | 25% | -22% | x | -9% | -9% | x | x | 11% | -12%
29 | Cn1cc(-c2csc(C(C)(O)c3cccc(F)c3)n2)cn1 (configuration not stated) | -13% | -22% | x | -2% | -5% | -8% | i | 22% | 15%
30 | Cc1cccc2cc(-c3ccccc3)c(-c3ccccc3)c[n+]12 | -3% | x | -3% | -28% | -13% | -8% | i | -21% | -26%
31 | Cc1ccc(NC(=O)CCC(=O)N2CCN(S(=O)(=O)c3ccc(C)cc3)CC2)cc1 | -6% | 8% | -2% | -7% | 1% | 0% | i | 13% | -28%
32 | Cc1ccc(C)c(N2CCN(C(=O)Cn3ncc4c(=O)oc5ccc(C)cc5c43)CC2)c1 | 2% | -6% | x | -53%[inhibitor] | 11% | x | x | 24% | 11%
33 | Cc1cccc(Nc2ccc([N+](=O)[O-])cc2C(=O)O)c1 | -16% | x | 0% | -54%[inhibitor] | 1% | -27% | i | 8% | 1%
34 | CCc1ccc(NC(=O)Cn2c(=O)n(Cc3ccco3)c(=O)c3oc4ccccc4c32)cc1 | -18% | -5% | x | -21% | 9% | x | x | 7% | 6%
35 | CCOC(=O)C1CCCN(C(=O)C2CCN(c3nnc(-n4cccc4)s3)CC2)C1 (configuration not stated) | -24% | 12% | 1% | -20% | 1% | 3% | i | 12% | -6%
36 | O=C(CSc1nnc(-c2ccncc2)o1)NCc1ccccc1 | 6% | 4% | 3% | -12% | 2% | -3% | i | -9% | 9%
37 | COc1ccc(NC(=O)N2CCc3c([nH]c4ccc(OC)cc34)C2c2ccc(OC)cc2)cc1 (configuration not stated) | -8% | u | x | 9% | -30% | x | x | -1% | u
38 | COc1ccc(OC)c(CCNC(=O)CN2C(=O)COc3ccc(S(=O)(=O)N4CCC(C)CC4)cc32)c1 | -9% | u | x | i | -13% | 0% | x | 18% | -15%
39 | CCOc1cc(S(=O)(=O)NC2CC2)c(OCC)cc1-n1cnnn1 | -5% | 7% | -3% | i | 28% | 0% | i | -10% | 7%
40 | Cc1ccc(-c2nnn(CCC(=O)NC(C)(C)C)n2)cc1 | 10% | 14% | 4% | -13%[57.5 µM] | 11% | 0% | i | 16% | 1%
41 | OC1CCN(C(=S)NCCc2ccccc2)CC1 | 7% | 1% | 0% | 1%[57.5 µM] | -5% | -8% | i | -5% | 12%
42 | CCc1ccc(CN(C)C(=O)CCc2nnc(CCc3cccc(OC)c3)o2)nc1 | -14% | -8% | -2% | i | -2% | -9% | i | 7% | -16%
43 | Cc1cccnc1NC(=S)Nc1ccc(F)cc1F | u | 13% | 0% | -18% | -8% | 1% | i | 26% | -10%
44 | CCOC(=O)N1CCN(Cc2ccc(O)c3ncccc23)CC1 | -39% | 16% | -8% | i | -38%[inhibitor] | -8% | i | 0% | 5µM*

Quoted from the results shown, 7 compounds:
entry | Structure | HEK293 tox | FUS yeast rescue | Mm-Cpn inhibitor | PTHR1 ag | Abeta rescue | aSyn rescue | Akt phos inh | TDP43 rescue | GLP1R inv ag
38 | COc1ccc(OC)c(CCNC(=O)CN2C(=O)COc3ccc(S(=O)(=O)N4CCC(C)CC4)cc32)c1 | -9% | u | x | i | -13% | 0% | x | 18% | -15%
39 | CCOc1cc(S(=O)(=O)NC2CC2)c(OCC)cc1-n1cnnn1 | -5% | 7% | -3% | i | 28% | 0% | i | -10% | 7%
40 | Cc1ccc(-c2nnn(CCC(=O)NC(C)(C)C)n2)cc1 | 10% | 14% | 4% | -13%[57.5 µM] | 11% | 0% | i | 16% | 1%
41 | OC1CCN(C(=S)NCCc2ccccc2)CC1 | 7% | 1% | 0% | 1%[57.5 µM] | -5% | -8% | i | -5% | 12%
42 | CCc1ccc(CN(C)C(=O)CCc2nnc(CCc3cccc(OC)c3)o2)nc1 | -14% | -8% | -2% | i | -2% | -9% | i | 7% | -16%
43 | Cc1cccnc1NC(=S)Nc1ccc(F)cc1F | u | 13% | 0% | -18% | -8% | 1% | i | 26% | -10%
44 | CCOC(=O)N1CCN(Cc2ccc(O)c3ncccc23)CC1 | -39% | 16% | -8% | i | -38%[inhibitor] | -8% | i | 0% | 5µM*

High-throughput results from PubChem.

Not all compounds are listed; the hit share may differ from the screen's.
